Bim-Bcl-W: human Bim-Bcl-W interaction inhibition. bead-based flow cytometry, Bim peptide-Bcl-W binding. Q92843. AID 952. inhibition, % at 10 µM. 0.02% of 190,000 active;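 further: 0% = bound tracer without compound and 100% = peptide blocker; higher means less fluorescent Bim peptide bound to Bcl-W beads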
Target sequence (Q92843 whole entry, looked up): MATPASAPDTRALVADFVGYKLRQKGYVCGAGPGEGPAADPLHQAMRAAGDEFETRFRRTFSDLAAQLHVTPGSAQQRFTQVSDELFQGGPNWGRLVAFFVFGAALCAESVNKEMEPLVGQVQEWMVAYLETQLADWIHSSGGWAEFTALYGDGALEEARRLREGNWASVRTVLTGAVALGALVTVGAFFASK
Bim-Bcl-XL: disrupts Bim peptide binding to human Bcl-XL; Q07817; bead flow cytometry, fluorescence; inhibition, % at 10 µM; 0.04% of 190,000 active; AID 1007
Target sequence (Q07817 whole entry, looked up): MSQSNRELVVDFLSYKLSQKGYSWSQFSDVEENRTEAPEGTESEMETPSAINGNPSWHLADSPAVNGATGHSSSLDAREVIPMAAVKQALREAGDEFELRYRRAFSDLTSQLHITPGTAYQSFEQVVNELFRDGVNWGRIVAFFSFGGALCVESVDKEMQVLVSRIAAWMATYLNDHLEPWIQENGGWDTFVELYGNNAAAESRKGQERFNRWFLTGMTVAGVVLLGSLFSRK
Bfl-1 Bim block: disrupts Bim binding to human Bfl-1; Bead-based flow cytometry, Bim-Bfl-1 binding inhibition; inhibition, % at 10 µM; 0.12% of 190,000 active; AID 1008;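 further: 0% = wells without compound plus tracer and 100% = blocker peptide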
Rab2 wt GTP: changes GTP binding to wildtype dog Rab2A, up or down; 0.19% of 190,000 active; AID 760; GST-Rab2 wt beads, Bodipy-GTP binding, flow cytometry; GTP binding activity, % at 10 µM;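 active means GTP binding activity at least 20 points away from 100%, either lowered or raised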;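 further: 0% = beads with excess unlabeled GTP and 100% = no-compound control corrected for plate trend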
Rab7 wt GTP bind: dog Rab7 wildtype GTP binding, inhibitors and activators; GST-Rab7 beads, fluorescent GTP binding, flow cytometry; actives lie on both sides; untreated = 100%, excess cold GTP = 0%; GTP binding activity (percent of control), % at 10 µM; 0.055% of 190,000 active;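 active means fluorescent GTP binding to Rab7 beads changed by at least 20 points from the 100% baseline, either direction, mostly lower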;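 further: median green fluorescence of bound Bodipy-FL-GTP per Rab7 bead population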
Cdc42 wt: changes GTP binding to wildtype human Cdc42. P60953. 0.2% of 190,000 active. GST-Cdc42 beads, Bodipy-GTP binding, flow cytometry; actives lie on both sides. percent activity (GTP binding), % at 10 µM;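 active means percent activity GTP binding at least 20 points away from the 100% baseline, either down as inhibitor or up as activator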;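 further: median bead fluorescence of bound Bodipy-FL-GTP at 100 nM; 0% = excess unlabeled GTP control and 100% = no compound control; below 100% means less GTP binding so inhibitor and above means activator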
Target sequence (P60953 whole entry, looked up): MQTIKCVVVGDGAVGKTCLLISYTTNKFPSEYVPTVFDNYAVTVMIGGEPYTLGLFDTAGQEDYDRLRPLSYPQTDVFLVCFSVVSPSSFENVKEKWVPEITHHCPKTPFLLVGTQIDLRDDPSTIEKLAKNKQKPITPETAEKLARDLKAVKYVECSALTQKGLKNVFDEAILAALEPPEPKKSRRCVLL
Bim-Bcl-2: inhibitors of Bim-Bcl-2 interaction, human | inhibition, % at 10 µM | 0.06% of 190,000 active | Bead-based flow cytometry, Bim peptide-Bcl-2 binding; in the data active means inhibition above about 40%;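 further: 0% = no compound wells with probe peptide and 100% = reference peptide inhibitor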
Rac1 wt GTP bind: human Rac1 wildtype GTP binding, inhibitors and activators | P63000 | GST-Rac1 beads, fluorescent GTP binding, flow cytometry; actives lie on both sides; 0 = cold GTP competed, 100 = untreated | GTP binding activity (% of control), % at 10 µM | 0.27% of 190,000 active | AID 757;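 active means GTP binding activity at least 20 points away from the 100% control level, either lower or higher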
Bim-Bcl-B: human Bim-Bcl-B interaction inhibition | Q9HD36 | bead-based flow cytometry, Bim peptide-Bcl-B binding | inhibition, % at 10 µM | 0.073% of 190,000 active;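 further: 0% = tracer peptide without compound and 100% = reference inhibitor peptide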
Target sequence (Q9HD36 whole entry, looked up): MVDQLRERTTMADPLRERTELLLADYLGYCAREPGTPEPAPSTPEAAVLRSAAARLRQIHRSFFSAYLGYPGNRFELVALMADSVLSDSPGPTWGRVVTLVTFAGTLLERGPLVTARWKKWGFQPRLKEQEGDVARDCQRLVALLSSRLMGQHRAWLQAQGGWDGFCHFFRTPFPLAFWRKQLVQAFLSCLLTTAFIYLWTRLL
Rac1 mut GTP: alters GTP binding to activated mutant human Rac1; P63000; GST-Rac1 activated beads, fluorescent GTP binding, flow cytometry; actives lie on both sides; 100% means binding = to untreated wells; percent activity (GTP binding), % at 10 µM; 0.11% of 190,000 active;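 active means GTP binding at least 20 percentage points away from the 100% baseline, in either direction, so actives lie on both sides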
HRas wt GTP: changes GTP binding to wildtype human HRas. GST-Ras wt beads, Bodipy-FL-GTP binding, flow cytometry; actives lie on both sides. GTP binding activity, % at 10 µM. 0.14% of 190,000 active. AID 759;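 active means GTP binding activity at least 20% away from the 100% baseline, either lowered as inhibitor or raised as activator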;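 further: 0% = unlabeled GTP competition control and 100% = no-compound control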
Target sequence (P01112 whole entry, looked up): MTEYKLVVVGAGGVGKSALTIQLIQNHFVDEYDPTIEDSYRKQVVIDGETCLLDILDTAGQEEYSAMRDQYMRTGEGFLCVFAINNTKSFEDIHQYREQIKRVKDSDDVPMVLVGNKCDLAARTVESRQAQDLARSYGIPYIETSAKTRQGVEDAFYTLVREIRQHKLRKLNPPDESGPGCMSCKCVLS
* = called active by the depositor. Unless noted, no stated cut-off is given here; in the data, active means inhibition above about 40%.

SMILES	Bim-Bcl-W	Bim-Bcl-XL	Bfl-1 Bim block	Rab2 wt GTP	Rab7 wt GTP bind	Cdc42 wt	Bim-Bcl-2	Rac1 wt GTP bind	Bim-Bcl-B	Rac1 mut GTP	HRas wt GTP
Cc1cc(Nc2ccc(F)cc2Cl)n2ncnc2n1	0	-5	-10	99	101	98	-7	103	-4	99	98
Cn1cnnc1SCC(=O)Nc1ccccc1Oc1ccccc1	-3	-3	-6	94	95	95	-4	97	-5	92	96
CCOC(=O)c1cc2sccc2n1CC(=O)N1CCc2ccccc21	0	-1	-11	97	100	100	-14	104	-5	99	100
O=C(Cn1nc(-c2ccccc2)c2ccccc2c1=O)NCC1CCCO1 (stereo not given)	-1	1	0	99	100	101	0	99	0	100	99
CCn1cc(C(=O)NC2CCc3ccccc32)c(=O)c2ccc(C)nc21 (stereo not given)	-4	-11	-18	97	99	99	-9	104	-10	99	99
COc1ccc2nc(NC(=O)CSc3nccc(C)n3)sc2c1	4	0	0	95	92	95	1	101	1	96	94
O=C(Nc1ccccc1)c1ccc(NCc2cccnc2)c(S(=O)(=O)N2CCOCC2)c1	-3	-16	-18	90	90	91	-14	87	-11	89	92
O=C(CCN1CCN(C/C=C/c2ccccc2)CC1)Nc1cccc(F)c1	-1	-1	-2	99	106	98	-1	100	-2	97	100
O=C(COC(=O)c1cccc(S(=O)(=O)N2CCCCC2)c1)NC1CCCc2ccccc21 (stereo not given)	-8	-16	-4	100	99	100	-5	105	-12	100	101
COc1cc(-c2cc(=O)c3c(O)c(OC)c(OC)c(O)c3o2)ccc1O	0	0	0	90	99	87	-3	90	-4	93	89
CCCc1cc(=O)n2[nH]c(SCc3ccccc3)nc2n1	-1	-3	0	90	98	93	0	92	-1	90	92
Cc1cc(C(=O)COC(=O)c2cccs2)c(C)n1-c1c(C)n(C)n(-c2ccccc2)c1=O	3	-1	1	107	105	101	6	101	6	96	103
C=CCN(C(=O)c1cccc(S(=O)(=O)N2CCN(C)CC2)c1)c1nc(-c2ccccc2)cs1	0	-3	-13	101	101	102	-7	102	-11	98	100
CC(C)OP(=O)(OC(C)C)C(Nc1ccccc1)c1cccc2c1OCO2 (stereo not given)	-6	-2	-5	95	98	99	-4	102	-7	96	98
CCOC(=O)C1(Cc2ccc(OC)cc2)CCN(C(=O)c2sc(C)nc2C)CC1	0	1	-4	97	105	96	0	99	-1	95	99
Cc1ccc(O)c(C(=O)c2cnn(-c3ccc(S(=O)(=O)N4CCOCC4)cc3[N+](=O)[O-])c2)c1	-3	-2	0	101	108	101	-4	103	-3	98	104
Cc1cc(Br)ccc1OCCn1ccnc1	0	-2	-2	98	103	105	-3	105	-7	100	101
Cc1ccc(C)c(Cn2cnc3c(cnn3C(C)(C)C)c2=O)c1	1	-4	-9	99	98	102	-2	104	-6	100	99
COc1ccc(C(=O)Nc2cccc(-c3ccc4nncn4n3)c2)cc1OC	-5	-1	-7	96	96	93	-7	95	-5	97	95
Nc1nnc(SCc2ccc3c(c2)OCO3)s1	-7	1	-7	96	97	98	-4	93	-4	94	98
CCOc1ccc(NC(=O)c2oc3ccccc3c2NC(=O)CC)cc1	-4	-5	-4	98	102	100	0	101	-1	96	100
O=C(c1cc2cc([N+](=O)[O-])ccc2oc1=O)n1cccn1	1	-1	-4	90	103	100	0	84	0	92	92
Cc1cc(NC(=O)COC(=O)COc2ccc3c(c2)CCC3)no1	2	5	-12	100	97	103	-15	106	-27	101	101
CCOC(=O)C1CCCN(S(=O)(=O)c2ccc(F)c(C(=O)Nc3ccc(F)c(F)c3)c2)C1 (stereo not given)	0	-1	-11	99	100	99	-10	101	-5	97	99
CCOc1cc(/C=N/NC(=O)CN(CCc2ccccc2)S(=O)(=O)c2ccc(NC(C)=O)cc2)ccc1O	2	4	0	87	92	91	-2	85	6	91	87
COC(=O)C(CCSC)NC(=O)C(NC(=O)C1CCC(C)CC1)C(C)C (stereo not given)	1	-3	-6	105	103	102	-3	108	-3	100	104
CC(O)c1nc2ccc(Cc3ccc4nc(C(C)O)[nH]c4c3)cc2[nH]1 (stereo not given)	-1	-7	-10	94	94	94	-8	94	-8	93	95
COc1cc(NC(=O)COc2c(C)cc(C)cc2[N+](=O)[O-])c(OC)cc1Cl	-6	-5	-11	97	101	96	-3	97	-6	97	98
COCCOC(=O)c1[nH]c2c(c1C)C(=O)CC(c1ccc(N(C)C)cc1)C2 (stereo not given)	0	-6	-5	101	102	100	-7	102	-8	98	101
CC(C)(C)c1ccc(CN2N=Nc3ccccc3S2(=O)=O)cc1	0	0	9	103	100	105	1	102	-2	100	104
CC(NC(=O)COC(=O)Cc1ccsc1)c1ccccc1 (stereo not given)	-5	-6	-3	100	100	99	-5	102	-5	101	100
O=c1oc(-c2ccco2)nc2c1cnn2-c1ccccc1	-5	-1	-4	92	96	94	-3	95	-3	94	94
O=C(C[n+]1cc(-c2ccc(Cl)cc2)n2c1CCC2)N1c2ccccc2Sc2ccccc21	-3	-5	-11	99	98	102	-8	103	-7	98	100
COC(=O)C(Cc1ccc(O)cc1)NC(=O)C(CC(=O)OC(C)(C)C)NC(=O)OC(C)(C)C (stereo not given)	-4	-2	-1	99	103	98	-1	99	-4	100	99
Cc1ccc(S(=O)(=O)N(CC(=O)NCc2ccco2)C2CCCCC2)cc1	1	-3	5	98	94	101	0	104	1	97	99
COC(=O)/C=C/c1ccc2c(c1)OCO2	1	0	-3	98	95	97	2	96	1	99	96
CC(=O)NC1CCC(C(=O)O)(c2ccccc2)C1 (stereo not given)	0	-1	-1	100	100	101	-4	101	0	100	101
C/C(=N\NC(=O)CSCc1ccccc1Cl)c1cc(O)ccc1O	1	1	-4	90	97	91	-3	93	-3	91	91
Cc1ccc(NC(=O)c2ccc(-c3nn(C)c(=O)c4ccccc34)cc2)cc1	0	-9	-16	94	97	94	-8	99	-10	96	96
COc1ccc2cc(C(=O)NCc3ccccc3)c(=Nc3ccc(C(=O)O)cc3)oc2c1	0	-2	-4	94	96	92	-1	100	-3	92	93
Cc1nnc(SCC(=O)NC2CC2)n1CCc1ccccc1	0	-5	-8	95	93	98	-7	94	-7	95	95
CCCNC(=O)c1ccc2c(c1)ncn2-c1ccccc1OC	-2	-2	-7	103	103	103	-4	107	-8	101	103
O=C(CSc1nc(N2CCCCC2)nc(N2CCCCC2)n1)N1CCc2ccccc21	1	-5	-6	100	100	102	-11	105	-9	101	102
CC(C)OCC(O)CN1CCN(CC(O)COc2ccc3c(c2)OCO3)CC1 (stereo not given)	0	-11	-10	101	103	103	-10	108	-7	100	103
CC1(C)CC(=O)C/C(=N\NC(=O)Cc2ccccc2)C1	-4	-7	2	99	98	104	-1	105	-2	102	101
CSc1nncc(/C(C)=N\Nc2ccccc2)n1	-3	-4	-3	95	91	98	-4	95	-6	92	95
COc1cc(OC)cc(-n2nnnc2SCC(=O)Nc2nc3c(s2)CCCC3)c1	-4	-2	0	103	99	102	2	109	0	101	103
C=CCn1c(C)cc(C(=O)CSc2n[nH]c(N)n2)c1C	-4	-5	-13	98	97	98	-9	100	-7	97	100

Single records (already shown). Order of values: Bim-Bcl-W, Bim-Bcl-XL, Bfl-1 Bim block, Rab2 wt GTP, Rab7 wt GTP bind, Cdc42 wt, Bim-Bcl-2, Rac1 wt GTP bind, Bim-Bcl-B, Rac1 mut GTP, HRas wt GTP
O=C(CSc1nc(N2CCCCC2)nc(N2CCCCC2)n1)N1CCc2ccccc21 is listed as 1, -5, -6, 100, 100, 102, -11, 105, -9, 101, 102
CSc1nncc(/C(C)=N\Nc2ccccc2)n1 is listed as -3, -4, -3, 95, 91, 98, -4, 95, -6, 92, 95
C/C(=N\NC(=O)CSCc1ccccc1Cl)c1cc(O)ccc1O is listed as 1, 1, -4, 90, 97, 91, -3, 93, -3, 91, 91
Cc1nnc(SCC(=O)NC2CC2)n1CCc1ccccc1 is listed as 0, -5, -8, 95, 93, 98, -7, 94, -7, 95, 95

More compounds
SMILES	Bim-Bcl-W	Bim-Bcl-XL	Bfl-1 Bim block	Rab2 wt GTP	Rab7 wt GTP bind	Cdc42 wt	Bim-Bcl-2	Rac1 wt GTP bind	Bim-Bcl-B	Rac1 mut GTP	HRas wt GTP
CCCCOc1c(C(=O)Nc2ccccc2)nnn1-c1ccccc1	0	-6	-6	97	96	96	-4	100	-1	97	97
CC1(C)CC(=O)C2=C(C1)Nc1cc3c(cc1C2c1ccc2c(c1)OCO2)OCO3 (stereo not given)	-2	-2	-12	97	96	97	-7	98	-8	95	97
COc1ccccc1OCC(O)CO (stereo not given)	0	-3	-3	97	98	97	-2	100	-7	95	99
O=C(COC(=O)C1CCC1)Nc1ccc(Oc2ccccc2)cc1	1	-3	-9	98	98	102	-7	105	-8	100	101
O=C(Nc1ccc2c(c1)ncn2-c1ccccc1)c1ccco1	-4	-11	-14	96	96	101	-13	104	-25	98	97
CCCC(=O)c1ccc(N2CCC(C)CC2)c(F)c1	-3	-3	-1	98	102	96	-1	100	-6	95	100
CCOc1ccc(C(=O)OCC(=O)NCc2ccco2)cc1OCC	1	0	-7	103	101	100	-8	110	-5	101	101
COc1ccc(S(=O)(=O)N2CCN(c3cccc(C)c3C)CC2)cc1	-3	-5	-12	100	99	99	-6	99	-5	96	99
CC1=NN(Cc2ccccc2)C(=O)/C1=C/c1ccc(N(C)C)cc1	3	1	-5	102	102	102	-2	103	-5	101	102
O=c1[nH]c2ccc(S(=O)(=O)Nc3ccc(-c4nnc5n4CCCCC5)cc3)cc2o1	-1	-9	-10	99	100	98	-6	99	-8	99	99
CC1(C)C2([N+](=O)[O-])CN3CC1([N+](=O)[O-])CN(C2)C31CCCC1	0	0	-2	101	99	100	-3	100	-1	98	100
O=C(Cc1ccccc1)NC1CCN(C(=O)NCc2ccccc2)CC1	-1	0	-1	97	100	97	-3	98	0	97	98
CCOC(=O)c1c(-c2cccc(C)c2)csc1NC(=O)c1c(-c2ccccc2)noc1C	-3	0	-1	104	105	102	-3	101	-2	99	104
COc1cccc(C(=O)Nc2nc(C)cs2)c1	-1	3	-2	102	102	105	0	101	0	99	102
COc1ccc(N2C(=O)/C(=C/c3cccs3)NC2=S)cc1	4	-7	45*	101	100	106	2	103	-28	99	103
Nc1nonc1C(=O)OCC(=O)c1ccc(Cl)cc1	-3	-3	-22	99	101	99	-5	101	-2	98	98
Cc1nc(C)n(CC(=O)N2CCCC(C(=O)c3cccc4ccccc34)C2)n1 (stereo not given)	0	-3	-5	98	104	97	-3	99	-6	97	98
COc1ccc(NC(=O)C(OC(=O)c2ccc([N+](=O)[O-])o2)c2ccccc2)cc1Cl (stereo not given)	-4	-8	0	98	96	104	-4	103	-5	101	99
COc1c(C)cc(Br)cc1C(=O)NC(=S)Nc1ccc(Cl)c(C(=O)O)c1	-1	-5	-5	86	89	85	-3	81	-2	82	89
CCCn1cc(C(CC(=O)O)C(=O)O)c2ccccc21 (stereo not given)	0	-13	-1	100	101	100	-3	100	-2	98	99
CC(C)c1ccccc1NC(=O)c1cccc(NC(=O)c2ccccc2)c1	-5	-1	3	97	100	96	-1	103	-5	97	99
O=C1CC(c2ccc(F)cc2)c2cc3c(cc2N1)CCC3 (stereo not given)	-3	-6	-5	97	95	94	-4	97	-6	96	96

From PubChem BioAssay
